# MT1-MMP act inh: inhibitors of human MT1-MMP activation. GFP/RFP ratio change, % at 20 µM. P50281. HT1080 RFP-PRO-GFP cells, GFP/RFP ratio fluorescence, overnight; percent of plate control window, DMSO zero. hit rate 0.061% among 360,000. AID 651647;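 active = GFP/RFP ratio change of at least 30% with cell ATP level not reduced by more than half and red fluorescence within 50% of control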; note: strong numbers were not always called active
#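 system = RFP-PRO-GFP reporter HT1080 cells | dosing = 20 µM single dose, 1% DMSO | timing = overnight cell settling, then overnight compound exposure, 37 °C, 5% CO2 | read-out basis = GFP/RFP fluorescence ratio | controls = DMSO and RFP-L50D-GFP cell wells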
# MsrA act: bovine methionine sulfoxide reductase A activation | purified bovine MsrA, absorbance read-out | activation, % at 10.6 µM | hit rate 0.3% among 360,000; in the data active = activation above about 7.5%;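 note: 0% = vehicle and 100% = reference activator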
# eLon inh: E. coli protease La inhibition; purified E. coli Lon protease, fluorescence polarization; inhibition, % at 7.94 µM; hit rate 0.42% among 360,000; in the data active = inhibition above about 13%, passing the limit was not always enough;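 note: 0% = enzyme with probe and DMSO and 100% = no enzyme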
# MsrA inhibitor: inhibitors of bovine MsrA | hit rate 0.75% among 360,000 | AID 651718 | inhibition, % at 15.5 µM | purified bovine MsrA, absorbance read-out; in the data active = inhibition above about 4.5%;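 note: 0% = vehicle wells with enzyme and 100% = reference inhibitor wells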
# CendR NRP1 mod: NRP-1/CendR interaction modulation; hit rate 0.85% among 360,000; inhibition, % at 25 µM; FAM-RPARPAR peptide binding to NRP-1, fluorescence polarization; O14786;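 active = inhibition or corrected inhibition above about 18%, plus a signal ratio from 0.5 to 1.5, limit read from the data, passing the limit was not always enough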; note: strong numbers were not always called active
# FAS-TE inh: inhibitors of human fatty acid synthase thioesterase domain. P49327. recombinant FAS-TE, OMFH fluorogenic substrate, fluorescence endpoint. inhibition, % at 15 µM. hit rate 0.67% among 360,000;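 active = compounds whose normalised, plate-corrected inhibition of enzyme fluorescence in the single-dose primary screen is 50% or more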;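 note: 0% = DMSO with enzyme and 100% = substrate without enzyme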
# Neddylation inh: blocks human cullin neddylation | calls only at 25 µM | P61081+Q13564 | TR-FRET cullin neddylation, biochemical | hit rate 0.58% among 360,000; in the data active = inhibition above about 36%
# SKN-1 block: C. elegans SKN-1 inhibition | AID 624304 | hit rate 0.49% among 360,000 | C. elegans VP596 Pgst-4::GFP/RFP ratio, acrylamide-induced, 24 h | inhibition, % at 21.8 µM;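 active = interference check ratio from 0.5 to 1.5 plus GFP to RFP signal ratio inhibition reaching or exceeding a fixed threshold, cut at about 30% in these data, passing the limit was not always enough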; note: some compounds called inactive have numbers as strong as hits
# Rin1 Abl inh: blocks binding of human Rin1 to Abl; TR-FRET Rin1/Abl binding, biochemical; hit rate 0.4% among 360,000; P00519+Q13671; inhibition, % at 7.35 µM; in the data active = inhibition above about 5%, passing the limit was not always enough
# Numbers without * were called inactive; i = inactive; . = no result given.
item	molecule	MT1-MMP act inh	MsrA act	eLon inh	MsrA inhibitor	CendR NRP1 mod	FAS-TE inh	Neddylation inh	SKN-1 block	Rin1 Abl inh
1	Cc1ccc([N+](=O)[O-])cc1NC(=S)NC(=O)CC(C)(C)C	-12	-1	-12	-0.8	1	17	i	18	5
2	Cn1cnnc1SCc1ccc(C#N)cc1Cl	-3	-2	0	-0.7	10	-9	i	-5	0
3	Cc1cccc(Nc2ncnc(N)n2)c1	2	13*	-5	2.2	-8	-2	i	2	0
4	CCCCn1c(N)c(N(CC(C)C)C(=O)c2ccc(N(C)S(=O)(=O)c3ccc(C)cc3)cc2)c(=O)[nH]c1=O	1	-4	5	-0.7	3	-5	i	-11	0
5	CCCn1c(-c2cccc([N+](=O)[O-])c2)nc2c1c(=O)[nH]c(=O)n2Cc1ccccc1	1	-3	-4	0.8	-10	30	i	11	-2
6	CC(C)(C)OC(=O)NCc1ccc(CNC(=O)c2[nH]cnc2C(=O)Nc2ccccc2F)cc1	0	1	0	0.5	0	9	i	3	-3
7	Cc1ccc(S(=O)(=O)N2[C@@H](c3ccc(F)cc3)C(C(=O)O)=CC[C@H]2c2cccc(Cl)c2)cc1	-1	-4	-15	0.9	-10	3	i	11	1
8	C=CCOC(=O)c1cc(-c2ccc(/C=C3\C(=O)NC(=O)C(C#N)=C3C)o2)ccc1Cl	-26	-3	-44	3.1	-113	7	i	-1	-2
9	C/C=C(\C)C(=O)N1CCC(C(=O)c2ccccc2)CC1	-7	-2	8	-0.5	11	-4	i	-12	0
10	CC(=O)N1CCc2c(sc(NC(=O)Cc3ccccc3)c2C#N)C1	-1	-2	11	0.1	1	-6	i	2	5
11	CCCCn1c(-c2nonc2N)nc2ccccc21	-12	-8	-5	0.4	5	11	i	25	4
12	NC(=O)C1CCCN(C(=O)c2ccc3c(c2)NC(=O)CS3)C1 (centres undefined)	4	0	6	-0.3	5	-6	i	5	-2
13	COc1ccc(CCNCC(C)c2ccccc2)cc1 (centres undefined)	1	-3	-2	-1.4	6	-10	i	7	3
14	COc1ccc(CNC(=O)Nc2ccc3c(c2)N(C)C(=O)CS3)cc1	1	-1	-8	-1.0	7	10	i	4	3
15	Cn1c(CSCc2ccc(Cl)c(Cl)c2)nnc1SCC(=O)Nc1nccs1	-10	-4	3	0.6	7	-9	i	-7	-2
16	CC(C)(C)NC(=O)C1CCN(C(=O)c2ccco2)CC1	4	-1	-4	1.2	2	-7	i	5	1
17	O=C(CCN1C(=O)C2C3C=CC(C3)C2C1=O)NC1CCCCC1 (centres undefined)	-6	-9	20*	-0.6	2	-8	i	-3	-1
18	O=C(O)CCc1ccc(S(=O)(=O)Nc2cc(C(F)(F)F)ccc2N2CCCC2)cc1	0	-1	2	-1.0	-10	-4	i	13	5
19	Cc1ccc(-c2nc3ccccc3s2)cc1NC(=O)c1cc(-n2cnnc2)ccc1Cl	5	0	-1	-0.9	-16	-5	i	9	-3
20	CCOc1ccc(Cl)cc1-c1cc(C(=O)NC2CCCCC2)[nH]n1	-3	-2	-3	1.2	3	14	i	10	-3

# (next part)
item	molecule	MT1-MMP act inh	MsrA act	eLon inh	MsrA inhibitor	CendR NRP1 mod	FAS-TE inh	Neddylation inh	SKN-1 block	Rin1 Abl inh
21	COc1ccc(NC(=O)N(C)[C@H]2C[C@H]3c4[nH]c5ccc(-c6ccc(OC)cc6)cc5c4CCN3C[C@H]2[C@H](C)O)cc1	-4	-9	-1	0.5	-14	12	i	-1	-3
22	CC1Cc2ccccc2N1S(=O)(=O)c1cccc(C(=O)Nc2cccnc2)c1 (centres undefined)	-2	-4	1	0.4	-17	5	i	-1	-2
23	O=C(Nc1cccc2ccccc12)N1CCN(Cc2ccc3c(c2)OCO3)CC1	4	-12	0	.	-3	-4	i	1	0
24	CCOC(=O)CC(NC(=O)c1ccccc1F)c1ccc(C)cc1 (centres undefined)	-2	-2	-4	-0.6	-5	-1	i	3	-4
25	Cc1c(C(O)CN2CCC(C(N)=O)CC2)c2ccccc2n1C (centres undefined)	1	2	4	0.5	-13	-7	i	0	0
26	O=C(COC(=O)CCc1ccc(S(=O)(=O)N2CCOCC2)cc1)NCc1ccccc1	6	-3	-5	0.3	-6	0	i	-11	2
27	CCc1cc(C(=O)Nc2cc(S(=O)(=O)N3CCCCC3)ccc2N2CCN(C)CC2)sc1C	-1	-1	15	-1.7	6	14	i	-2	3
28	CN(CC(=O)Nc1ccc(F)cc1)C(=O)COC(=O)c1ccccc1	-3	-4	-14	-1.4	5	-6	i	-3	3
29	Nc1nc(SCC(=O)Nc2ccccc2)nc2nc3c(cc12)CCCC3	-5	-11	-16	0.5	-30	-7	i	19	0
30	COc1ccc(OC)c(/C(O)=C/C(=O)C(=O)Nc2ccccc2OC)c1	5	0	-4	1.8	-10	-5	i	8	3
31	CN(C(=S)NC(=O)c1ccccc1)c1c(N)n(Cc2ccccc2)c(=O)[nH]c1=O	1	-4	-7	2.0	-5	-4	i	-1	-4
32	COc1ccc(CCNC(=O)CSc2nc(N)c3c(C)c(C)oc3n2)cc1OC	3	0	-7	1.1	-9	-2	i	5	-2
33	Cc1ccc(CN2CCN(C/C=C/c3ccc(F)cc3)CC2CCO)o1 (centres undefined)	-4	-5	8	1.8	-11	-1	i	-6	-1
34	CCN(CC)S(=O)(=O)c1ccc(S(=O)(=O)NCC2CCCO2)cc1 (centres undefined)	4	-2	-1	-0.1	3	-4	i	1	-2
35	CC(C)[C@H](NC(=O)N1CCn2c1nc1ccccc12)C(=O)N[C@H](C(=O)O)c1ccccc1	0	-9	1	0.4	1	-8	i	1	-2
36	CC1Cc2ccccc2N1C(=O)CN(C)CC(=O)Nc1ccc(F)cc1 (centres undefined)	0	-3	5	-0.1	3	4	i	-32	5
37	c1ccc2oc(SCc3cn4ccccc4n3)nc2c1	8	-2	-1	1.9	-11	-2	i	5	-5
38	NC(=O)c1ccccc1NC(=O)C1CCCO1 (centres undefined)	-1	-7	0	0.1	4	-5	i	-5	-3
39	CCCCNC(=O)NC(C(=O)OC)C12CC3CC(CC(C3)C1)C2 (centres undefined)	-3	-1	-7	-0.2	5	14	i	2	2
40	CCCCCCOc1ccc(N2C(=O)CC(N3CCN(C(=O)c4ccco4)CC3)C2=O)cc1 (centres undefined)	-1	6	-2	0.4	13	-2	i	-7	2

# Going on with the list.
item	molecule	MT1-MMP act inh	MsrA act	eLon inh	MsrA inhibitor	CendR NRP1 mod	FAS-TE inh	Neddylation inh	SKN-1 block	Rin1 Abl inh
41	COc1ccc(-c2cc(C(F)(F)F)nc(N3CCOCC3)n2)cc1OC	-3	-1	11	0.1	14	5	.	4	2
42	Nc1nc(NCCOCCO)nc(NCC2CCCO2)c1[N+](=O)[O-] (centres undefined)	2	-3	4	3.8	4	-10	i	6	-1
43	COc1cccc(OC)c1OCCNCC1COc2ccccc2O1 (centres undefined)	0	-3	-1	-1.2	-1	-2	i	-2	0
44	CC(=O)NC(CC(=O)c1ccc([N+](=O)[O-])cc1)C(Cl)(Cl)Cl (centres undefined)	3	-6	-2	-0.1	-2	0	i	-3	1
45	CCCc1nnc(SCC(=O)N2CCCC2)n1CC1CCCO1 (centres undefined)	3	0	-5	-0.5	6	-7	i	1	-1
46	COc1cc(CN(C)Cc2nc3cc(C(F)(F)F)ccc3c(=O)[nH]2)ccc1OC(F)F	3	-2	-6	0.6	0	21	i	-8	2
47	CCOC(=O)C1=C(CN2CCN(C(=O)OCC)CC2)NC(=O)NC1c1ccc2c(c1)OCO2 (centres undefined)	3	-2	13	-0.2	-2	-1	i	1	-1
48	COc1ccccc1C(=O)N/C(=C\c1ccc(Br)cc1)C(=O)N1CCCC1	-4	-2	-6	-0.1	2	4	i	8	-1
49	CC(=O)c1ccc(S(=O)(=O)Nc2ccc(C(=O)N(C)CC(=O)Nc3cccc(C)c3C)cc2)cc1	2	-5	6	0.7	-9	0	i	2	4
50	CCN1C(=O)C(O)(CC(=O)c2ccc3c(c2)OCCO3)c2ccccc21 (centres undefined)	-1	-3	-6	-0.1	10	-5	i	-20	-2
51	O=C(CSc1nnnn1-c1ccccc1)Nc1nsc(-c2ccccc2)n1	0	-8	8	-0.6	-18	12	i	-1	0
52	COc1ccc(S(=O)(=O)N(C)c2ccc(C(=O)NCCC(C)C)cc2)cc1	-11	1	-4	0.3	8	15	i	10	2
53	C/C(=N\OC(=O)c1ccc(Cl)c(Cl)c1)c1sc(C)nc1C	2	-2	-9	-1.2	1	12	i	16	3
54	COC(=O)c1ccc2nc(-c3ccc(C#N)cc3)c(Cc3cccc(Cl)c3)n2c1	-3	-5	-22	0.3	-61	16	i	16	.
55	CCCCOc1cccc(C(=O)Nc2ccc(S(=O)(=O)Nc3cc(C)on3)cc2)c1	4	-2	5	-0.5	11	5	i	3	3
56	CN(c1ccc(-c2csc(NC(=O)CCCc3nc4ccccc4c(=O)[nH]3)n2)cc1)S(C)(=O)=O	-1	0	12	0.3	5	1	i	12	-1
57	COc1ccccc1-c1nnc2sc(COc3ccc(Cl)cc3Cl)nn12	-3	-2	-9	0.1	3	27	i	-22	-3
58	O=C(CCCc1nc2ccccc2s1)N1CCN(S(=O)(=O)c2cccs2)CC1	2	-2	7	1.2	7	-1	i	23	0

# From entry 44 to 56, copied from above:
item	molecule	MT1-MMP act inh	MsrA act	eLon inh	MsrA inhibitor	CendR NRP1 mod	FAS-TE inh	Neddylation inh	SKN-1 block	Rin1 Abl inh
44	CC(=O)NC(CC(=O)c1ccc([N+](=O)[O-])cc1)C(Cl)(Cl)Cl (centres undefined)	3	-6	-2	-0.1	-2	0	i	-3	1
45	CCCc1nnc(SCC(=O)N2CCCC2)n1CC1CCCO1 (centres undefined)	3	0	-5	-0.5	6	-7	i	1	-1
46	COc1cc(CN(C)Cc2nc3cc(C(F)(F)F)ccc3c(=O)[nH]2)ccc1OC(F)F	3	-2	-6	0.6	0	21	i	-8	2
47	CCOC(=O)C1=C(CN2CCN(C(=O)OCC)CC2)NC(=O)NC1c1ccc2c(c1)OCO2 (centres undefined)	3	-2	13	-0.2	-2	-1	i	1	-1
48	COc1ccccc1C(=O)N/C(=C\c1ccc(Br)cc1)C(=O)N1CCCC1	-4	-2	-6	-0.1	2	4	i	8	-1
49	CC(=O)c1ccc(S(=O)(=O)Nc2ccc(C(=O)N(C)CC(=O)Nc3cccc(C)c3C)cc2)cc1	2	-5	6	0.7	-9	0	i	2	4
50	CCN1C(=O)C(O)(CC(=O)c2ccc3c(c2)OCCO3)c2ccccc21 (centres undefined)	-1	-3	-6	-0.1	10	-5	i	-20	-2
51	O=C(CSc1nnnn1-c1ccccc1)Nc1nsc(-c2ccccc2)n1	0	-8	8	-0.6	-18	12	i	-1	0
52	COc1ccc(S(=O)(=O)N(C)c2ccc(C(=O)NCCC(C)C)cc2)cc1	-11	1	-4	0.3	8	15	i	10	2
53	C/C(=N\OC(=O)c1ccc(Cl)c(Cl)c1)c1sc(C)nc1C	2	-2	-9	-1.2	1	12	i	16	3
54	COC(=O)c1ccc2nc(-c3ccc(C#N)cc3)c(Cc3cccc(Cl)c3)n2c1	-3	-5	-22	0.3	-61	16	i	16	.
55	CCCCOc1cccc(C(=O)Nc2ccc(S(=O)(=O)Nc3cc(C)on3)cc2)c1	4	-2	5	-0.5	11	5	i	3	3
56	CN(c1ccc(-c2csc(NC(=O)CCCc3nc4ccccc4c(=O)[nH]3)n2)cc1)S(C)(=O)=O	-1	0	12	0.3	5	1	i	12	-1

# Bioassay records from PubChem BioAssay.
